From PubChem
Diaphorase act: counter-screen for diaphorase-based assays: diaphorase activators and chemical reducers. activation factor at 20 µM. Diaphorase/resazurin coupled assay, resorufin fluorescence, 16 min; hits give high values; 1 = vehicle wells, 0 = NADH-free wells. actives 0.005% (n = 190,000);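 active = diaphorase activity raised at least twofold by the compound at 20 µM; inactive = activation factor below 2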
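Measured by – red resorufin fluorescence at 544/590 nm excitation/emission · Test system – Clostridium kluyveri diaphorase, purified enzyme · Incubation – reaction time 16 min, room temperature · Buffer or medium – 50 mM HEPES pH 7.4 with 4.542 mM MgCl2, 0.005% Tween 20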
PMI act hi M6P: PMI (human) activation, high substrate. AID 1216. coupled PMI enzyme assay, resazurin fluorescence, 20 min; hits give high values; 1 = untreated enzyme, 0 = substrate-free blank. activation factor at 20 µM. actives 0.34% (n = 190,000). P34949;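 active = activation factor of 2 or more at 20 µM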
Target sequence (P34949 whole entry, looked up): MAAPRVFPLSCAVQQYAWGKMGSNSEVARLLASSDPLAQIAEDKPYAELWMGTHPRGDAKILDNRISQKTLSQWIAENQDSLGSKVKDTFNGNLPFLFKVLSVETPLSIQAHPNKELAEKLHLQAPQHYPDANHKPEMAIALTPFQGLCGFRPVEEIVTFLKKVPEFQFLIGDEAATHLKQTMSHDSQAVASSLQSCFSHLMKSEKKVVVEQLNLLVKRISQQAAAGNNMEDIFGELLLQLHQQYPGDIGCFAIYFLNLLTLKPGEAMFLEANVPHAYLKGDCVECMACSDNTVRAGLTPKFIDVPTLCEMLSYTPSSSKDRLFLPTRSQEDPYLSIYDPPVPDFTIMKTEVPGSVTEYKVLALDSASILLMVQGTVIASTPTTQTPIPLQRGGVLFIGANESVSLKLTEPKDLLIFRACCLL
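Material: human phosphomannose isomerase with PGI, G6PDH, diaphorase coupling enzymes / Reagent: Man-6-P substrate 1.0 mM / Dosing: single compound dose of 20 µM, 1% DMSO final / Incubation: enzyme reaction with compound 20 min at room temperature / Signal: resorufin fluorescence (Ex 544/Em 590 nm) from resazurin via diaphorase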
TNAP act hi DEA: increases human TNAP activity under high phosphate acceptor concentration; activation factor at 20 µM; P05186; 200,000 tested, under 10 active; purified TNAP, CDP-star luminescence, 1 M DEA, 30 min; hits give high values; 0 = EDTA background, 1 = DMSO-only activity;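 active = activation factor at least 2 at 20 µM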
Target sequence (P05186 whole entry, looked up): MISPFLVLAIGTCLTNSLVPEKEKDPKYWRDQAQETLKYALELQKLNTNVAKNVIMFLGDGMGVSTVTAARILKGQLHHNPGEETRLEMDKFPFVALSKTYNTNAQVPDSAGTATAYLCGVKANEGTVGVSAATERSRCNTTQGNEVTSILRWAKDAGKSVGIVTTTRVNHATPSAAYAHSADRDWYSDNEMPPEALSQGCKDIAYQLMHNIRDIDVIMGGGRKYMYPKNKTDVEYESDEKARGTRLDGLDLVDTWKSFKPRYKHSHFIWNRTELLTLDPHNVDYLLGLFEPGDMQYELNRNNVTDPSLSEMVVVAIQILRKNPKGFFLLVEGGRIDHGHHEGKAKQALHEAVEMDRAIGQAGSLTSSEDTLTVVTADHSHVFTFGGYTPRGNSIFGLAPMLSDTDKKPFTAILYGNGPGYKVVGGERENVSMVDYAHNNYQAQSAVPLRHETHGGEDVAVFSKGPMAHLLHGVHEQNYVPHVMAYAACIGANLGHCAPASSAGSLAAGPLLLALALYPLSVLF
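Control set: EDTA negative control, DMSO positive control / Assay system: human TNAP / Quantity: TNAP 1/800 final / Evaluation: TNAP activation factor scaled between EDTA and DMSO control wells / Measured by: luminescent substrate turnover signal / Compound dosing: one dose, 20 µM / Times: 30 min enzyme reaction at room temperature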
bIAP act: intestinal alkaline phosphatase (bovine) activation; actives 0.17% (n = 200,000); AID 1016; purified bovine IAP, CDP-star luminescence, 30 min; hits give high values; fold of DMSO-control signal, blank-subtracted; activation factor at 20 µM;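 active = activation factor of 2 or more at 20 µM, a signal rise over negative controls twice the positive control's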
TNAP inh hi DEA: inhibitors of human TNAP at high phosphate acceptor concentration; P05186; purified TNAP, CDP-star luminescence, 1 M DEA; inhibition, % at 20 µM; actives 0.03% (n = 200,000); AID 1135;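 active = over 50% inhibition of tissue-nonspecific alkaline phosphatase at 20 µM in the single-dose screen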;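 note: plate controls were DMSO wells for no effect and EDTA-quenched wells as full inhibition for full effect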
Diaphorase inh: diaphorase inhibition or chemical oxidation counter-screen | diaphorase resazurin-to-resorufin fluorescence, NADH, 16 min; bacterial (C. kluyveri) enzyme, not human | inhibition, % at 20 µM | actives 0.69% (n = 190,000);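 active = primary screen inhibition at 20 µM above a set limit, cut at about 50% in these data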;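 note: plate controls were DMSO with full reaction for no effect and wells lacking NADH for full effect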
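Test system: diaphorase enzyme from Clostridium kluyveri; amount: diaphorase at 0.14 U/mL in enzyme working solution; detection: fluorescence of resorufin formed from resazurin, Ex 544/Em 590 nm; times: reaction incubation of 16 min at room temperature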
bIAP inh: blocks bovine intestinal alkaline phosphatase activity. 190,000 tested, under 10 active. purified bovine IAP, CDP-star luminescence, 30 min. AID 1019. inhibition, % at 20 µM;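 active = over 50% inhibition of intestinal alkaline phosphatase at 20 µM in the single-dose screen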
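System: purified bovine intestinal alkaline phosphatase (IAP) enzyme; Input: IAP diluted 1/65,000,000 in the well; Measured by: CDP-star luminescence signal; Compound dosing: 20 µM single dose; Incubation: 30 min reaction at room temperature.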
PMI activator: activators of human phosphomannose isomerase | actives 0.005% (n = 190,000) | purified human PMI, coupled resazurin fluorescence, 20 min; hits give high values; 1 = vehicle control, 0 substrate-free wells | activation factor at 20 µM | P34949;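 active = activation factor of 2 or more at 20 µM, relative to plate controls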
Lmaj promast: inhibitors of Leishmania major promastigote growth | actives 9% (n = 200,000) | inhibition, % at 10 µM | AID 1063 | Leishmania major promastigotes, resazurin fluorescence viability; in the data active = inhibition above about 50%;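 note: promastigotes grown with compound for 44 hours at 28 °C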
TNAP inh noacc: inhibitors of human TNAP without phosphate acceptor | P05186 | purified TNAP, CDP-star luminescence, 30 min | inhibition, % at 20 µM | actives 0.26% (n = 200,000);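 active = tissue-nonspecific alkaline phosphatase inhibition above about 50% at 20 µM in the single-dose screen, limit read from the data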;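 note: 0% = DMSO negative control and 100% = EDTA positive control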
* marks the source's active call; other numbers are inactive results; . = no result given.

SMILES	Diaphorase act	PMI act hi M6P	TNAP act hi DEA	bIAP act	TNAP inh hi DEA	Diaphorase inh	bIAP inh	PMI activator	Lmaj promast	TNAP inh noacc
COC(=O)c1ccc(C(=O)OC)c(NC(=O)CN2CCN(c3ccccc3OC)CC2)c1	0.8	0.9	1.1	1.1	-7	24	-7	0.8	19	8
Cc1ccc(CNC(=O)Cn2ccc3ccccc3c2=O)o1	0.8	0.9	1	0.8	-4	16	15	0.9	-13	-4
Oc1c(Cl)cc(Cl)cc1C=Nc1ccc(Br)cc1	0.9	0.8	1	0.9	-1	6	8	1.1	-6	16
COc1cc(OC)c(C(=O)N2CCCC2)cc1OC	0.8	0.9	1	1.1	-5	19	-6	0.9	-1	-8
O=C(CCn1c(=O)oc2ccccc21)NCc1ccc2c(c1)OCO2	0.9	0.9	1	1	-4	5	3	0.9	-8	-12
Cc1nc2ccccc2c(=O)n1NC(=O)c1ccc([N+](=O)[O-])cc1	1	1.1	1	1	0	-1	3	1.1	-7	-10
Cc1c(NC(=S)NC(=O)c2ccc(Br)o2)c(=O)n(-c2ccccc2)n1C	0.9	1.1	1	0.9	-4	5	6	1	0	-11
NC(=O)c1ccc(NC(=O)CSC2=Nc3ccccc3C3CC=NN23)cc1 (stereo unspecified)	0.9	1.1	1.1	0.9	-12	6	13	1	17	-16
Cc1ccc(-n2c3c(cc(C(=O)NCc4ccco4)c2=O)C(=O)CCC3)cc1	0.6	1	1.1	1.1	-7	37	-6	0.9	48	-10
CC(=O)c1ccc(C(=O)N2CCCC(CCC(=O)N(C)CCc3ccccn3)C2)s1 (stereo unspecified)	.	.	1	1	-2	.	-4	.	10	-5
Nc1c(C(=O)NCc2ccco2)sc2nc(N3CCOCC3)c3c(c12)CCCC3	0.8	1.4	1.1	1.1	-9	20	-7	1.2	13	-2
CC1(C)CNC(=O)c2sc(N3CCOCC3)nc2C1	0.8	0.9	1.1	1	-7	17	3	0.9	-9	-12
CN(C)S(=O)(=O)c1ccc(NC(=O)C2CCCN(C(=O)c3ccc(Cl)cc3)C2)cc1 (stereo unspecified)	0.8	0.8	1.1	1	-8	22	4	0.9	4	-10
O=C(O)c1ccc(N=c2oc3cc(O)ccc3cc2C(=O)NCc2ccccc2)cc1	0.8	0.8	0.9	0.9	14	16	14	0.9	0	5
O=C(c1cnn2c(C(F)(F)F)cc(-c3cccs3)nc12)N1CCN(C(c2ccccc2)c2ccccc2)CC1	0.9	1	1	1	1	6	-2	1	97*	-3
Cc1ccc(C)c(N(CC(=O)N(C)C)S(C)(=O)=O)c1	1	1	1	0.9	2	-1	13	1	-2	-7
O=C(N1CCCC1)n1c(Cc2ccccc2)nc2ccccc21	0.9	1	1	1	-2	8	3	0.9	16	-10
CCCOc1ccc(CNCCCOCC)cc1OC	1	1.1	1	1.1	-2	3	-9	1.1	70*	-8
O=C(CCSCc1cccc(Cl)c1)NCCC1=CCCCC1	0.8	0.9	1.1	0.5	-6	21	46	0.8	-6	-27
CCCCCCN1N=C(C)C(C(=O)c2ccc(Cl)cc2)C1=O (stereo unspecified)	0.9	1.1	1.1	0.9	-7	14	9	1.1	-5	-3
N[C@@H](Cc1ccccc1)c1nnc(SCc2ccccc2Cl)o1	0.8	0.9	1	0.9	0	19	10	0.8	-5	-5
CCOC(=O)c1ccc(NC(=S)N(CCCN2CCCC2)Cc2cccs2)cc1	0.9	1	1	0.8	-4	8	18	1.1	82*	-10
CSCCC(NC(N)=O)C(=O)Nc1cccc(S(=O)(=O)N2CCOCC2)c1 (stereo unspecified)	0.9	1	1.1	0.9	-5	7	14	1.1	-7	-9
c1ccc(-n2ncc3c(NCc4cccnc4)ncnc32)cc1	0.9	0.9	1.1	1	-8	8	3	0.9	61*	-8
COc1ccc(Nc2nnc(C)c(=O)[nH]2)cc1	0.9	1.1	1	1	-1	9	4	1.1	-4	0
Cc1nn2c(-c3ccncc3)nnc2c2ccccc12	1	1	1	0.9	-2	0	9	1	32	-1
COC(=O)CN1C(=O)C2(C(C#N)=C(N)Oc3c2c(C)nn3-c2ccccc2)c2ccccc21 (stereo unspecified)	0.8	0.4	1	1.3	-3	19	-26	0.8	-8	-11
Cc1ccc2nc(-c3ccc(N4C(=NC(=O)CCC(=O)O)SC5CS(=O)(=O)CC54)cc3)sc2c1 (stereo unspecified)	0.8	0.9	1	0.8	3	18	18	0.8	-8	-4
COC(=O)C(CCSC)NC(=O)c1cc2c(n(-c3ccccc3)c1=O)CCCC2=O (stereo unspecified)	.	.	1	1.2	-4	.	-15	.	-9	-8
Cc1oc(C(=O)Nc2ccc(C(=O)O)cc2)cc1COc1ccccc1	0.9	1	1	0.9	-4	7	9	0.9	-6	-4
Cc1ccc(S(=O)(=O)N2CCCOC2CNC(=O)C(=O)NCc2ccco2)cc1 (stereo unspecified)	0.9	1	1.1	0.9	-7	11	6	1	-2	-7
CN(C)/C=N/C1=C(C#N)C(c2cccs2)c2ccc3ccccc3c2O1 (stereo unspecified)	0.8	0.4	1	1	2	16	0	0.8	20	-3
CCNC(=S)N(CCc1c(C)[nH]c2ccccc12)Cc1cc(OC)c(OC)c(OC)c1	0.7	0.9	1.1	0.9	-8	27	13	0.9	7	-9
C[C@@H]1C=C(C(=O)N2CCN(Cc3ccc4c(c3)OCO4)CC2)O[C@H](OCCCCO)C1	0.8	0.9	1	1	1	16	-1	0.8	-2	-1
CCN1CCN(c2ccc(NC(=O)c3cnccn3)cc2)CC1	0.9	0.9	1.1	1	-6	6	-1	1	-5	-10
O=C(N/N=C/c1ccc(OCC(=O)N2CCCCC2)cc1)c1ccccc1	1	1	1	1.1	-3	3	-9	1	-2	-11
Cc1c(NS(=O)(=O)c2ccc3c(c2)Cc2ccccc2-3)c(=O)n(-c2ccccc2)n1C	0.8	1	1	1.2	-1	20	-22	0.9	-4	-9
COc1ccc(C=NC(CO)C(O)c2ccc([N+](=O)[O-])cc2)cc1 (stereo unspecified)	1	0.9	1	1	-3	0	0	0.9	0	-10
CC1(C)CC(NCc2ccc3c(c2)OCO3)CCO1 (stereo unspecified)	1	1	1	0.9	-3	3	7	1.1	84*	0
COc1cc(C(=S)N2CCOCC2)cc(OC)c1OC(=O)c1cc([N+](=O)[O-])cc([N+](=O)[O-])c1	0.9	1	1	1.1	0	15	-7	1	-8	-7
CCOc1ccccc1OCCCC(=O)Nc1ccc(OC)nc1	1.1	1.1	1.1	0.9	-9	-7	11	1	1	-6
Cc1csc(SC(C)C(=O)Nc2ccc(S(=O)(=O)N3CCCC3)cc2)n1 (stereo unspecified)	0.7	1	1.1	0.8	-6	31	16	0.9	0	-15
COc1ccc(Cl)cc1C(=O)Nc1ccc(NC(=O)C(C)C)cc1	0.8	0.9	1	1.1	0	19	-5	1	-3	-8
COc1ccc(N2CCN(C(=O)CN3C(=O)C4CC=CCC4C3=O)CC2)cc1 (stereo unspecified)	0.8	1	1	0.9	-4	16	10	0.9	-6	-13
Cc1cc(C(=O)N2CCN(S(C)(=O)=O)CC2)sc1-c1ccccc1	0.9	1	1	0.9	-1	5	10	1	-7	-5
c1cncc(CNc2cccc(-c3nc4ccccc4[nH]3)c2)c1	1.1	1.1	1	1	-2	-8	2	1.1	67*	-10
O=C(Nc1nc(-c2ccc(Br)cc2)cs1)c1cccnc1	1	1.1	1.1	0.9	-7	-4	13	1.1	-5	-18
O=C(Nc1ccccc1N1CCOCC1)c1ccccc1[N+](=O)[O-]	1.1	1	1	1	-2	-6	-4	1	-2	-7

4 entries already listed, ordered by number of heavy atoms, lowest first.
SMILES	Diaphorase act	PMI act hi M6P	TNAP act hi DEA	bIAP act	TNAP inh hi DEA	Diaphorase inh	bIAP inh	PMI activator	Lmaj promast	TNAP inh noacc
CN(C)/C=N/C1=C(C#N)C(c2cccs2)c2ccc3ccccc3c2O1 (stereo unspecified)	0.8	0.4	1	1	2	16	0	0.8	20	-3
O=C(N/N=C/c1ccc(OCC(=O)N2CCCCC2)cc1)c1ccccc1	1	1	1	1.1	-3	3	-9	1	-2	-11
CCOC(=O)c1ccc(NC(=S)N(CCCN2CCCC2)Cc2cccs2)cc1	0.9	1	1	0.8	-4	8	18	1.1	82*	-10
COC(=O)CN1C(=O)C2(C(C#N)=C(N)Oc3c2c(C)nn3-c2ccccc2)c2ccccc21 (stereo unspecified)	0.8	0.4	1	1.3	-3	19	-26	0.8	-8	-11

(continued)
SMILES	Diaphorase act	PMI act hi M6P	TNAP act hi DEA	bIAP act	TNAP inh hi DEA	Diaphorase inh	bIAP inh	PMI activator	Lmaj promast	TNAP inh noacc
Cc1c(Cc2ccccc2)c(=O)oc2c(CN(C)C)c(O)c(Cl)cc12	0.9	0.9	1	1	-4	8	-3	1	-4	-13
O=C(O)COc1ccc(Br)cc1/C=C1/SC(=O)N(CC(=O)N2CCCC2)C1=O	1	1.2	1	1.4	0	0	-37	1.1	-15	-1
COc1ccc(NC(=O)COC(=O)Cc2c(F)cccc2Cl)cc1	0.9	1	1	0.9	-1	9	5	1	3	-10
O=C(CN1C(=O)/C(=C/c2ccccc2F)Sc2ccccc21)N1CCN(c2ccccn2)CC1	0.9	0.9	1.1	1	-6	13	-2	1	15	-2
CCOC(=O)CSc1c(-c2ccc(Cl)cc2)[nH]c2ccccc12	0.8	0.9	1.1	0.9	-9	20	8	0.9	5	-4
Cc1ccc(NC(=O)c2sccc2-n2cccc2)c(Cl)c1	1	1	0.9	1.1	8	2	-10	1.1	13	4
Cc1ccc(S(=O)(=O)N2CCN(CC(=O)Nc3ccc4c(c3)CCC4)CC2)cc1C	0.7	0.8	1.1	1	-7	25	-2	0.9	5	-34
COc1cccc(Cn2c(Oc3cccc(C)c3)nc3c2c(=O)n(C)c(=O)n3C)c1	0.8	0.9	1.1	0.9	-6	18	5	0.9	23	-11
Clc1ccccc1OCCn1cnc2ccccc21	0.9	0.8	1	1.1	-2	11	-6	0.8	3	6
COC(=O)C1=C(C)N(C)C(=O)NC1c1ccc(C)cc1 (stereo unspecified)	1	1.1	1.1	1	-7	-4	-1	1.1	12	1
CCOC(=O)C1=C(C)OC(N)=C(C(=O)OCC)C1c1ccncc1 (stereo unspecified)	0.9	1.1	1.1	1	-6	9	0	1.1	31	-14
CC1CCCC(N2C(=O)NC(NC(=O)c3ccco3)(C(F)(F)F)C2=O)C1C (stereo unspecified)	0.9	1	1	0.9	-3	10	10	1	56*	-1
Cc1ccn2c(/C=N/OCc3ccc(F)cc3)c(-c3ccc(Cl)cc3)nc2c1	0.9	1	1	0.8	-2	9	17	1	20	5
